From PubChem
CIT2 TOR yeast – modulators of TOR pathway CIT2-GFP in S. cerevisiae | actives 0.065% (n = 320,000) | GFP response vs DMSO, % at 10 µM | AID 2029 | S. cerevisiae CIT2-GFP strain, flow cytometry, 3 h; 100 means same as DMSO wells;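 active means GFP response relative to DMSO above a set limit, near the screen mean plus 3 SD, cut at about 150% in these data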;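 further: ratio of well median GFP fluorescence to mean of DMSO wells on the plate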
LAP4 TOR yeast – modulators of TOR pathway LAP4-GFP in S. cerevisiae; GFP response vs DMSO, % at 10 µM; AID 2023; actives 0.34% (n = 320,000); S. cerevisiae LAP4-GFP multiplex, flow cytometry GFP, 3 h; median GFP as percent of DMSO wells;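 active means GFP response vs DMSO above a set limit, about the screen mean plus 3 SD, cut at about 150% in these data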
MEP2-GFP yeast – yeast TOR pathway MEP2-GFP modulation. AID 2016. GFP response vs DMSO, % at 10 µM. S. cerevisiae MEP2-GFP strain, flow cytometry GFP, 3 h; 100% = DMSO control level. actives 0.51% (n = 330,000);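 active means GFP response versus DMSO above a set limit, roughly screen mean plus 3 SD, cut at about 180% in these data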;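 further: median GFP fluorescence of the barcode-gated MEP2-GFP cells per well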
VLA-4 inh – inhibition in a human VLA-4 binding assay; VLA-4 expressing cells, ligand binding flow cytometry; inhibition, % (about 7 µM as worked out from the volumes in the protocol); actives 0.2% (n = 330,000); in the data active means inhibition above about 50%
RPL19A TOR yeast – yeast TOR pathway RPL19A-GFP modulation; S. cerevisiae RPL19A-GFP strain, flow cytometry, 3 h; stronger effect = lower value; percent response vs DMSO, % at 10 µM; actives 0.3% (n = 330,000); AID 2025;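 active means percent response vs DMSO below 50%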;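 further: median channel GFP fluorescence of the barcoded RPL19A-GFP strain; ratio of sample median GFP to plate DMSO average so 100% = DMSO; lower means less RPL19A-GFP as with rapamycin TOR inhibition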
GRK2 inh – human GRK2 inhibition via aptamer displacement; inhibition of aptamer binding, % at 10 µM; P25098; bead flow cytometry, FAM-aptamer displacement from GRK2; AID 488847; actives 0.59% (n = 330,000);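 active means inhibition of aptamer binding above 40%, roughly 3 SD of noise, on plates passing a quality check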;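 further: median bead fluorescence of bound FAM aptamer so fluorescent compounds give negative values; no value below 0 was filed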
Target sequence (P25098 whole entry, looked up): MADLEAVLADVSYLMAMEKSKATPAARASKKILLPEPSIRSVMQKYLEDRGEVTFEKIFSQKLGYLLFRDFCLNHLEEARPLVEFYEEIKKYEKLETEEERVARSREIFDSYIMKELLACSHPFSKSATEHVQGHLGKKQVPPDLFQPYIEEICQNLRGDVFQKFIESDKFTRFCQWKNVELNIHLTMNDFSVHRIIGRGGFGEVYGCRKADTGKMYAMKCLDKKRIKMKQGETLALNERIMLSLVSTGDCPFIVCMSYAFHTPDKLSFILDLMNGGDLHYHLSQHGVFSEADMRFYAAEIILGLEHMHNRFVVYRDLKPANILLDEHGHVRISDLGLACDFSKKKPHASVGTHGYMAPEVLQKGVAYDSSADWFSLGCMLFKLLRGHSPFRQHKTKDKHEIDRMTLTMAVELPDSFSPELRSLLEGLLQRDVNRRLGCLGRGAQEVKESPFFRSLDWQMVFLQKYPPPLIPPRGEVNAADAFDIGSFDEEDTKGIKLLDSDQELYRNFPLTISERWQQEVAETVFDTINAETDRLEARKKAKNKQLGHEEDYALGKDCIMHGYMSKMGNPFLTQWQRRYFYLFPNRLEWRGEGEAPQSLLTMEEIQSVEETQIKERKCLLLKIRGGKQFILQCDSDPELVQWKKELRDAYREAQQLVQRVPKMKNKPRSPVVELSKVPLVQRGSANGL
AGP1 TOR yeast – yeast TOR pathway AGP1-GFP modulation; GFP response vs DMSO, % at 10 µM; S. cerevisiae AGP1-GFP multiplex flow cytometry, 3 h; GFP as percent of DMSO wells; actives 0.02% (n = 320,000); AID 2066;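 active means GFP response relative to DMSO above a set limit, near screen average plus 3 SD, cut at about 150% in these data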;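 further: median GFP channel fluorescence of the gated AGP1 strain per well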
CR mimetic SO – lowers age-related superoxide in aged yeast cells. S. cerevisiae aged cells, superoxide DHE fluorescence; stronger effect = lower value. superoxide response (% of plate mean), % at 10 µM. actives 0.18% (n = 330,000). AID 2690;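 active means superoxide response under a set limit, about three screen SD below normal, cut at about 65% in these data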;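 further: yeast aged for seven days with compound at 30 °C before DHE staining; 100% = average MFI of all compound-treated wells on the plate with controls excluded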
An asterisk follows results filed as active; . = not tested or not shown. This is a random part of the collection. About 1.7% of those tested had a hit in this group.

nr	SMILES	CIT2 TOR yeast	LAP4 TOR yeast	MEP2-GFP yeast	VLA-4 inh	RPL19A TOR yeast	GRK2 inh	AGP1 TOR yeast	CR mimetic SO
1	O=c1cc(O)n(Cc2ccc(F)cc2)c(=O)[nH]1	97	92	113	3	105	10	94	99
2	CCCCN(C(=O)CC1CCCCC1)c1c(N)n(CC(C)C)c(=O)[nH]c1=O	97	99	100	3	100	1	101	123
3	C[C@H](CO)N1C[C@H](C)[C@@H](CN(C)CC2CC2)Oc2c(NS(=O)(=O)c3ccccc3)cccc2C1=O	95	93	94	3	94	2	98	104
4	COc1cccc(CNC(=O)CNC(=O)c2cccs2)c1	115	109	109	-1	109	0	113	112
5	CCNCCC(=O)N1c2ccccc2Sc2ccc(NC(=O)OCC)cc21	107	96	104	-15	98	0	98	81
6	CCOC(=O)C/C(C)=N/NC(=O)CN(c1ccc(Br)cc1)S(=O)(=O)c1ccccc1	99	105	107	4	106	1	108	115
7	Cc1ccc(CN2C(=O)C(Cc3ccccc3)Nc3ncnc(N4CCCCC4)c32)cc1 (stereo not drawn)	83	107	95	-4	92	0	82	110
8	COc1cc2cc(CCOC(=O)c3ccc(C(F)(F)F)cc3)oc(=O)c2cc1OC	85	90	92	19	93	0	91	108
9	COc1ccc(CC(=O)NNC(=O)CSc2nc(C)c(C)c(=O)[nH]2)cc1	.	100	106	11	102	1	104	93
10	COc1cccc(NC(=S)NCc2ccccc2)c1	94	100	108	-14	105	0	98	94
11	Cc1ccc(C)c(CN2CCC(n3nccc3NC(=O)C3CCCC3)CC2)c1	100	84	108	14	103	0	92	99
12	COc1ccc(OC)c2c1cc(C(=O)N[C@H](C(=O)N1CCC(C(=O)O)CC1)C(C)C)n2C	100	96	106	-5	104	2	96	100
13	COc1ccc(CNC(=O)C2CCC(CNS(=O)(=O)c3cccc4cccnc34)CC2)cc1 (stereo not drawn)	97	96	122	23	103	2	97	78
14	O=C(c1ccco1)N1CCN(C(=O)C(c2ccccc2)c2ccccc2)CC1	90	98	96	7	97	0	93	91
15	C[C@@H](NC(=O)c1coc(=O)c(Br)c1)c1ccccc1	114	91	115	3	89	0	75	93
16	O=C(O)c1nnn(-c2ccc([N+](=O)[O-])cc2)c1-c1ccccc1	86	103	97	26	93	0	97	91
17	C=CCSc1nnc2c(n1)OC=Nc1ccccc1-2	112	88	112	-1	93	2	82	130
18	Cc1nnc(NC(=O)C2COc3ccccc3O2)s1 (stereo not drawn)	102	103	99	-3	95	0	96	109
19	COc1ccc(C(=O)COC(=O)c2ccco2)cc1	108	108	107	-2	106	0	105	85
20	Cc1nc(C(F)(F)F)ccc1C(=O)Nc1ccccc1N1CCOCC1	132	97	109	-5	95	6	109	82
21	O=C(CCS(=O)(=O)c1ccccc1)NC1CCCC1	104	97	99	-4	96	3	102	102
22	CC(=O)Nc1ccc(S(=O)(=O)N(CCc2ccccc2)CC(=O)N/N=C/c2ccc(C(=O)O)cc2)cc1	101	97	108	2	96	5	99	110
23	Cc1c(NC(=O)C(C)OC(=O)c2nc(Cl)ccc2Cl)c(=O)n(-c2ccccc2)n1C (stereo not drawn)	111	75	97	0	101	2	92	88
24	O=C(CNC(=O)c1ccccc1F)N/N=C/c1cn[nH]c1-c1ccccc1	108	97	100	-21	103	1	100	83
25	CCn1c(SCC(=O)N2CCCc3ccccc32)nc2ccccc2c1=O	98	99	105	11	100	0	97	115
26	O=S(=O)(c1cccc(C(F)(F)F)c1)N1CCC(c2nc3ccccc3[nH]2)CC1	106	101	102	-12	102	1	111	103
27	CCOc1ccc(NC(=O)CN2CCCC2c2cccs2)cc1S(=O)(=O)N1CCCC1 (stereo not drawn)	101	100	100	7	99	0	99	114
28	O=C1CCC(C(=O)N2CCSCC2)CN1CCc1cccc(F)c1 (stereo not drawn)	87	68	103	9	106	3	93	78
29	CCC(=O)N(CCC1(c2ccccc2OC)CCOC(C(C)C)C1)Cc1ccco1 (stereo not drawn)	93	108	99	15	97	0	97	114
30	CCOc1ccc(NC(=O)CS(=O)(=O)c2cn(C)c3ccccc23)cc1	93	114	97	15	104	2	96	117

Two entries drawn at random from those above:
nr	SMILES	CIT2 TOR yeast	LAP4 TOR yeast	MEP2-GFP yeast	VLA-4 inh	RPL19A TOR yeast	GRK2 inh	AGP1 TOR yeast	CR mimetic SO
21	O=C(CCS(=O)(=O)c1ccccc1)NC1CCCC1	104	97	99	-4	96	3	102	102
15	C[C@@H](NC(=O)c1coc(=O)c(Br)c1)c1ccccc1	114	91	115	3	89	0	75	93

Going on with the list.
nr	SMILES	CIT2 TOR yeast	LAP4 TOR yeast	MEP2-GFP yeast	VLA-4 inh	RPL19A TOR yeast	GRK2 inh	AGP1 TOR yeast	CR mimetic SO
31	CCOC(=O)c1[nH]c(C)c(C(=O)N2CCN(c3ccc(F)cc3)CC2)c1C	112	101	106	-7	106	4	114	96
32	Cc1ccc(C(=O)N(CC(=O)NC2CCCC2)c2ccccc2Cl)s1	98	107	104	15	98	1	102	105
33	CCOc1ccc(N2CC(C(=O)Nc3ccccc3OC)CC2=O)cc1 (stereo not drawn)	95	104	99	36	97	0	103	93
34	CCCCn1c(N)c(N(CC(C)C)C(=O)c2cc(S(=O)(=O)N3CCCCC3)ccc2C)c(=O)[nH]c1=O	99	108	103	1	100	3	108	99
35	CC(=O)Nc1ccc(S(=O)(=O)N2CCCC2)cc1	109	93	101	8	105	3	103	101
36	CCC(C)NC(=O)c1nc2c(nnn2Cc2ccccc2Cl)c(=O)[nH]1 (stereo not drawn)	112	105	109	10	102	1	107	109
37	c1ccc(CCC2CCCCN2Cc2nc(C3CC3)no2)cc1 (stereo not drawn)	102	98	100	45	106	2	103	77
38	CCOc1ccc(/C=N/n2c(C)nnc2C)cc1OC	96	89	91	-14	87	23	91	102
39	COC(=O)Cc1cc(C)cc2c(=O)cc(-c3ccoc3)oc12	86	106	92	16	92	1	102	105
40	O=C(O)c1cccc(S(=O)(=O)NCc2cccs2)c1	102	98	93	9	106	2	.	105

Complete entries as entered above:
CC(=O)Nc1ccc(S(=O)(=O)N2CCCC2)cc1 in the list: CIT2 TOR yeast = 109; LAP4 TOR yeast = 93; MEP2-GFP yeast = 101; VLA-4 inh = 8; RPL19A TOR yeast = 105; GRK2 inh = 3; AGP1 TOR yeast = 103; CR mimetic SO = 101
CCOc1ccc(/C=N/n2c(C)nnc2C)cc1OC in the list: CIT2 TOR yeast = 96; LAP4 TOR yeast = 89; MEP2-GFP yeast = 91; VLA-4 inh = -14; RPL19A TOR yeast = 87; GRK2 inh = 23; AGP1 TOR yeast = 91; CR mimetic SO = 102
CCOC(=O)c1[nH]c(C)c(C(=O)N2CCN(c3ccc(F)cc3)CC2)c1C in the list: CIT2 TOR yeast = 112; LAP4 TOR yeast = 101; MEP2-GFP yeast = 106; VLA-4 inh = -7; RPL19A TOR yeast = 106; GRK2 inh = 4; AGP1 TOR yeast = 114; CR mimetic SO = 96

(continued)
nr	SMILES	CIT2 TOR yeast	LAP4 TOR yeast	MEP2-GFP yeast	VLA-4 inh	RPL19A TOR yeast	GRK2 inh	AGP1 TOR yeast	CR mimetic SO
41	CCOC(=O)Cc1nnc(NC(=O)c2ncn[nH]2)s1	92	93	98	18	93	2	95	104
42	Cn1c(=O)[nH]c(NC2CCCCC2)c([N+](=O)[O-])c1=O	101	97	95	1	102	0	103	76
43	COc1cc(C(C)=O)ccc1Oc1ncnc2c1cnn2-c1ccc(F)cc1	93	99	108	8	100	0	96	104
44	COc1ccc(CN(CC(=O)NCc2ccc(F)cc2)C(=O)CCC(=O)Nc2ccccn2)cc1	106	113	105	4	104	10	111	102
45	CSc1ccc(CN(C)CC(=O)Nc2c(F)cccc2F)cc1	92	92	93	4	94	1	86	91
46	CCCCOc1ccc(/C=C(\C(=O)O)c2ccc(S(=O)(=O)N3CCCC3)s2)cc1	96	93	104	9	99	3	91	119
47	CCOc1c(C(N)=O)cc([N+](=O)[O-])cc1[N+](=O)[O-]	108	102	107	22	107	6	110	118
48	CC(C)C(NC(=O)c1ccccc1NC(=O)c1ccccc1)C(=O)NNC(=O)c1ccncc1 (stereo not drawn)	95	90	88	5	92	0	101	111
49	C/C(=N\NC(=O)c1c[nH]c2ccccc12)c1ccc(C)o1	112	105	104	-11	107	7	109	100
50	CCOC(=O)C1(CC2CC2)CCN(Cc2cn[nH]c2-c2ccccc2)CC1	83	85	83	14	95	0	88	103

An excerpt of these results, in transposed form:
[47] CCOc1c(C(N)=O)cc([N+](=O)[O-])cc1[N+](=O)[O-]
[48] CC(C)C(NC(=O)c1ccccc1NC(=O)c1ccccc1)C(=O)NNC(=O)c1ccncc1 (stereo not drawn)
[49] C/C(=N\NC(=O)c1c[nH]c2ccccc12)c1ccc(C)o1

| Screen / compound no. | 47 | 48 | 49 |
| --- | --- | --- | --- |
| CIT2 TOR yeast | 108 | 95 | 112 |
| LAP4 TOR yeast | 102 | 90 | 105 |
| MEP2-GFP yeast | 107 | 88 | 104 |
| VLA-4 inh | 22 | 5 | -11 |
| RPL19A TOR yeast | 107 | 92 | 107 |
| GRK2 inh | 6 | 0 | 7 |
| AGP1 TOR yeast | 110 | 101 | 109 |
| CR mimetic SO | 118 | 111 | 100 |

Remaining list, next part:
nr	SMILES	CIT2 TOR yeast	LAP4 TOR yeast	MEP2-GFP yeast	VLA-4 inh	RPL19A TOR yeast	GRK2 inh	AGP1 TOR yeast	CR mimetic SO
51	C=CCNC(=O)/C(C#N)=C/c1cn(-c2ccccc2)nc1-c1cccs1	112	101	111	-11	101	2	102	100
52	O=C(CCN1C(=O)c2ccccc2C1=O)NCCC1=CCCCC1	104	97	96	-1	96	3	100	93
53	COn1c(-c2ccc(Cl)cc2Cl)nc2ncccc21	95	104	108	-11	99	0	105	94
54	Cc1ccc(N(CC2CO2)S(=O)(=O)c2ccc([N+](=O)[O-])cc2)cc1 (stereo not drawn)	99	93	103	10	107	1	105	109
55	COC(=O)[C@@H]1Cc2c([nH]c3ccccc23)C(C)(C)N1C(=O)CCl	101	95	104	-1	107	0	100	99
56	COC(=O)c1cc(C#N)c(SCc2ccccc2)nc1C	113	97	100	7	100	0	94	88
57	Cc1cccc(CSc2nc3ccccc3c(=O)n2C)c1	94	94	93	12	93	0	89	84
58	O=C(Nc1nc2ccc(F)cc2s1)c1cccc(S(=O)(=O)N2CCc3ccccc32)c1	87	91	95	-5	92	5	92	109
59	CC(C)C(=O)c1cc2c(cc1NC(=O)Nc1cccc3ccccc13)OCCO2	99	99	99	16	100	0	104	93
60	CCn1cnc2sc(C(=O)N3CCN(Cc4ccc5c(c4)OCO5)CC3)c(C)c2c1=O	92	94	100	1	95	0	94	92
61	Cn1cccc1C(=O)NC(=O)COC(=O)c1cc(S(=O)(=O)N2CCCCC2)ccc1Cl	93	98	95	10	94	6	.	108
62	CCCNC(=O)c1ccc2c(=O)c(O)c(-c3cccc(Br)c3)[nH]c2c1	90	134	98	-14	95	0	87	101
63	CC(NC(=O)COC(=O)COc1ccc(Cl)cc1)c1ccccc1 (stereo not drawn)	105	99	103	-10	101	0	96	103
64	O=C(CNS(=O)(=O)c1ccccc1)Nc1ccccc1Br	104	73	90	1	105	0	100	98
65	O=C(CN1CCN(Cc2ccccc2Cl)CC1)N/N=C/C=C/c1ccccc1[N+](=O)[O-]	94	104	101	-4	102	2	100	96
66	COC(=O)[C@@H]1C[C@H]2CC[C@H](O)C[C@H]2N1Cc1ccc(Cl)cc1	106	101	103	-2	102	3	111	96
67	COc1ccc(Br)cc1/C=N/n1c(COc2ccccc2)n[nH]c1=S	96	96	92	3	87	0	97	111
